Screens deposited in PubChem by several laboratories.
EP2 modulator = EP2 receptor modulators, cAMP readout, primary screen, cell-based, HTRF cAMP, PGE2 stimulation. EP2-expressing cells, cAMP HTRF FRET, PGE2 co-stimulation. actives 0.83% (n = 260,000). induction, % at 25 µM. AID 940, 2007. Prostaglandin E2 receptor EP2 subtype (Homo sapiens), P43116;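 active means compounds whose cAMP rise, as percent of the full-agonist control response, exceeds 60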;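 further: rat C6 glioma line stably carrying human EP2 under a CMV promoter; the protocol text gives 20 µM as final concentration; 100% = response of wells given 1 µM PGE2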
S1P4 ag = S1P4 receptor agonists, primary screen, cell-based | actives 0.35% (n = 220,000) | activation, % at 4.98 µM | S1P4-expressing cell line, agonist reporter assay | Sphingosine 1-phosphate receptor 4 (Homo sapiens), O95977 | AID 1509, 2009; in the data active means activation above about 11%;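 further: 0% = DMSO vehicle and 100% = reference agonist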
Target sequence (O95977 whole entry, looked up): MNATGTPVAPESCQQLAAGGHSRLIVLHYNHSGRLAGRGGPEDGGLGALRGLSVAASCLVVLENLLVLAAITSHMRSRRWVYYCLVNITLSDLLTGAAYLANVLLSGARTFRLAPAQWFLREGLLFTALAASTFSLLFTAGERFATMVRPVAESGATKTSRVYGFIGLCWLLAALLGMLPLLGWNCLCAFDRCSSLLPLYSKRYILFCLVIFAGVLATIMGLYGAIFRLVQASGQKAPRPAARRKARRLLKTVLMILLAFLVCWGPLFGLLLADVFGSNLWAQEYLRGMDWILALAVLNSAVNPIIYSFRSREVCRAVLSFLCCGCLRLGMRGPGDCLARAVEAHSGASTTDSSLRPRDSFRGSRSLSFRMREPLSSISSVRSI
TRPML3 agonist = human TRPML3 channel agonists, primary screen, cell-based, HEK293 TRPML3-YFP, Fluo-8 calcium fluorescence, 3 µM; Mucolipin-3 (Homo sapiens), Q8TDD5; 100% = the carbachol control signal; activation, % at 3 µM; actives 0.29% (n = 220,000); AID 1448, 2008;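 active means activation above its plate's cutoff, the mean activation of the plate's test wells plus 3 SD, cut at about 12% in these data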;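 further: 0% = DMSO only wells and 100% = carbachol wells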
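Test system: HEK293 cells stably carrying human TRPML3-YFP; Doses: single dose, 3 µM final nominal compound, 0.3% DMSO final; Schedule: dye loading 1 h 37 °C then 30 min ambient, 125 s read; Technique: Fluo-8 calcium fluorescence; Benchmarks: high control carbachol 87 µM, low control DMSO.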
S1P4 antag = S1P4 receptor antagonists, primary screen, cell-based | Sphingosine 1-phosphate receptor 4 (Homo sapiens), O95977 | S1P4-expressing cells, antagonist mode, reporter read-out | inhibition, % at 4.98 µM | actives 0.26% (n = 220,000) | AID 1510, 2009; in the data active means inhibition above about 29%;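 further: 0% = wells stimulated with agonist and 100% = vehicle wells without agonist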
NPY Y1 blocker = NPY-Y1 receptor antagonists, primary screen, cell-based | HEK293-CNG Y1 cells, membrane potential fluorescence; NPY at EC95, then isoproterenol | AID 1040, 2008 | inhibition, % at 3.6 µM | actives 1% (n = 200,000);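 active means inhibition above the campaign mean inhibition of all tested compounds plus 3 SD, cut at about 20% in these data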;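 further: 0% = DMSO wells given NPY plus isoproterenol and 100% = isoproterenol alone without NPY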
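Benchmarks – high control isoproterenol alone, low control NPY with isoproterenol · Material – HEK293 Y1/CNG channel cell line · Times – dye 3 h, compound 60 min room temperature, stimulation 45 min · Probe or stimulus – NPY (25 nM), isoproterenol (1 µM), Ro 20-1724 (25 µM) · Evaluation – % inhibition of NPY effect · Signal – fluorescence, membrane potential probe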
NPY-Y2 PAM-ag = NPY-Y2 potentiators or agonists, primary screen, cell-based; cells expressing NPY-Y2, potentiator/agonist read-out; actives 0.45% (n = 220,000); activation, % at 3.6 µM; in the data active means activation above about 27%;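 further: cells stimulated with NPY near EC25 plus isoproterenol at EC100; 0% = vehicle plus submaximal agonist and 100% = vehicle plus saturating agonist; some results beyond the cut were filed as inactive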
Target sequence (P49146 whole entry, looked up): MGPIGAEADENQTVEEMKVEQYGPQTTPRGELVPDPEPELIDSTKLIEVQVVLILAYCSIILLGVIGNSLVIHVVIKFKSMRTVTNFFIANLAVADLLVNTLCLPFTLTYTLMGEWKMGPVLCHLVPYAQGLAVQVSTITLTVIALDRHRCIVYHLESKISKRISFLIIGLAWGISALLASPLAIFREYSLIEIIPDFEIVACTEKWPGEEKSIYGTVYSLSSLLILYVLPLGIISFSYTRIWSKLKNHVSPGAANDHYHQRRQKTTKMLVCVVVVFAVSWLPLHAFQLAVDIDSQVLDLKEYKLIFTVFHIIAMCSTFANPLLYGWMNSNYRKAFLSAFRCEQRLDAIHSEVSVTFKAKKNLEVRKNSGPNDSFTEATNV
CHOP inh = inhibitors of CHOP promoter induction, primary screen, cell-based, unfolded protein response, luciferase reporter; actives 3.8% (n = 220,000); inhibition, % at 10 µM; CHO-K1 CHOP-promoter luciferase, tunicamycin-induced, 15-18 h;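 active means compounds that reduced the stress-induced luciferase reporter signal by more than about 70% of percent inhibition, limit read from the data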;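 further: 0% = tunicamycin plus vehicle and 100% = wells without tunicamycin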
TRPN1 ag = zebrafish TRPN1 channel agonists, primary screen, cell-based, HEK293, calcium fluorescence | transient receptor potential cation channel N1 (TRPN1/NompC), Danio rerio | HEK293 zebrafish TRPN1-YFP, Fluo-8 calcium fluorescence; 100% = response to 87 µM carbachol | activation, % at 3 µM | actives 0.18% (n = 220,000) | AID 1424, 2008;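 active means activation above its plate's cutoff, the mean activation of test wells on that plate plus 3 SD, cut at about 19% in these data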;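 further: 0% = DMSO alone and 100% = 87 µM carbachol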
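Control set: carbachol 87 µM as high control, DMSO as low control; system: HEK293 stable line with zebrafish TRPN1-YFP; read-out: % activation versus carbachol response; detection: intracellular calcium fluorescence with Fluo-8; doses: single test compound dose, 3 µM nominal, 0.3% DMSO; schedule: dye 1 h 37 °C plus 30 min RT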
NPY1 pot ag = NPY-Y1 receptor potentiators or agonists, primary screen, cell-based. Neuropeptide Y receptor type 1 (Homo sapiens), P25929. NPY-Y1 expressing cells, potentiator/agonist activation. activation, % at 3.6 µM. actives 0.37% (n = 220,000). AID 1304, 2008; in the data active means activation above about 33%, passing the limit was not always enough;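 further: cells stimulated with NPY at EC10 then isoproterenol at EC100; 0% = low agonist plus stimulus and 100% = saturating agonist plus stimulus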
* = called active by the depositor; · = no result given.

Molecule,EP2 modulator,S1P4 ag,TRPML3 agonist,S1P4 antag,NPY Y1 blocker,NPY-Y2 PAM-ag,CHOP inh,TRPN1 ag,NPY1 pot ag
NC(=O)c1ccsc1NC(=O)CSc1ccccc1F,-12,-1.5,1.1,4,-1,-1,2,0.3,13
COC(=O)[C@H](CCSC)NC(=O)Nc1cc(C)ccc1C,21,-2.0,-0.2,-26,7,25,25,-2.5,-3
CCCCOc1ccc(C(=O)N/C(=C\c2cccc([N+](=O)[O-])c2)C(=O)OCc2ccco2)cc1,18,-0.2,0.8,-18,3,5,6,0.6,-18
Nc1ccn(Cc2ccccc2F)n1,26,-0.1,0.0,-11,6,2,20,0.4,18
CCCn1c2ccccc2c2nnc(SCC(=O)OCC)nc21,5,0.2,0.1,-7,11,-18,12,-1.7,-14
CCOC(=O)C(NC(=O)CC)(Nc1ccc(S(=O)(=O)Nc2ncccn2)cc1)C(F)(F)F (stereo not drawn),16,0.7,0.9,12,3,12,-8,1.1,5
CCN(CC)C(=O)CCc1nnc(CCc2c[nH]c3ccccc23)o1,6,0.4,0.2,-17,0,-10,-10,1.3,6
COc1ccc(-n2c(Cc3cc(=O)[nH]c(=O)[nH]3)nnc2SCC(=O)N2CCCC2)cc1,3,-2.0,0.6,-12,-1,9,-13,0.7,8
c1ccc(NCC2OCc3ccccc3CO2)cc1,-7,-0.4,-0.4,-23,5,-8,12,-1.3,4
COc1ccc(OC)c(N2Cc3cc(C)c(C)cc3C2)c1,14,-0.5,-0.8,1,5,-4,-20,-0.9,-16
Cc1[nH]c(=O)c(C#N)c(C)c1Br,-3,-0.1,0.8,-6,6,2,-36,2.0,4
CCOCCCNC(=O)C(NC(=O)c1ccc(NC(C)=O)cc1)c1ccc(Cl)cc1 (stereo not drawn),10,-0.6,0.2,-4,-2,-17,47,-1.1,-23
O=C(c1ccccc1F)N1CCc2ccccc21,·,0.2,-0.3,-18,-5,-4,·,-2.3,7
O=C(O)c1cn(-c2ccc(F)cc2)c(=O)c2ccccc12,-6,0.8,0.8,4,6,-1,7,0.9,1
O=S(=O)(/N=C(/Nc1ccc(F)cc1F)c1ccccc1)c1ccccc1,48,0.2,0.2,-4,2,1,25,-1.4,1
Fc1c(F)c(C(F)(F)F)c(F)c(F)c1N1CCN(c2ccc3nnc(C(F)(F)F)n3n2)CC1,36,-0.2,0.8,-4,3,4,73*,1.4,8

Given field by field: entries from further up
O=C(c1ccccc1F)N1CCc2ccccc21
  EP2 modulator: · | S1P4 ag: 0.2 | TRPML3 agonist: -0.3 | S1P4 antag: -18 | NPY Y1 blocker: -5 | NPY-Y2 PAM-ag: -4 | CHOP inh: · | TRPN1 ag: -2.3 | NPY1 pot ag: 7
O=C(O)c1cn(-c2ccc(F)cc2)c(=O)c2ccccc12
  EP2 modulator: -6 | S1P4 ag: 0.8 | TRPML3 agonist: 0.8 | S1P4 antag: 4 | NPY Y1 blocker: 6 | NPY-Y2 PAM-ag: -1 | CHOP inh: 7 | TRPN1 ag: 0.9 | NPY1 pot ag: 1
O=S(=O)(/N=C(/Nc1ccc(F)cc1F)c1ccccc1)c1ccccc1
  EP2 modulator: 48 | S1P4 ag: 0.2 | TRPML3 agonist: 0.2 | S1P4 antag: -4 | NPY Y1 blocker: 2 | NPY-Y2 PAM-ag: 1 | CHOP inh: 25 | TRPN1 ag: -1.4 | NPY1 pot ag: 1

Later entries:
Molecule,EP2 modulator,S1P4 ag,TRPML3 agonist,S1P4 antag,NPY Y1 blocker,NPY-Y2 PAM-ag,CHOP inh,TRPN1 ag,NPY1 pot ag
CN(C)CCNC(=O)c1cc2c(=O)n(C)c3ccccc3c2n1C,9,-2.1,0.4,3,3,-10,-16,0.1,-5
Cn1c(N)c(C(=O)COC(=O)c2cc(C3CC3)nc3ccccc23)c(=O)n(Cc2ccccc2)c1=O,21,1.7,0.4,-14,3,-4,-10,3.2,-11
COC(=O)c1noc(C)c1-c1ccnn1C(=O)c1ccc(C)cc1,-1,-0.2,-1.0,3,·,15,17,-3.1,13
CN(C)/C=C(/C(=O)c1ccccc1)n1cncn1,33,1.1,1.0,-17,0,3,12,0.2,1
COc1ccc(OC(C)c2ccc(C#N)c(=O)[nH]2)cc1 (stereo not drawn),14,0.3,1.1,8,0,7,0,1.2,-10
Nn1c(SCc2ccccc2)nnc1C1CCCCC1,15,1.0,-0.4,-10,·,4,-10,1.2,16
O=C(COC(=O)/C=C/c1ccco1)NCc1ccccc1Cl,-2,1.0,-1.1,8,6,0,-6,-1.1,2
COc1cccc(-c2nc(=S)c3c(n2Cc2ccco2)CCCC3)c1,46,8.3,-0.6,3,0,-8,-30,0.1,-12
COc1ccccc1OCCOCCOc1c(C)cc(C)cc1Br,4,1.4,0.0,-9,24*,-9,28,-0.3,-33
Cn1cc(C(=O)Nc2ccc(F)c(F)c2)cn1,2,0.3,1.6,10,1,-1,45,0.5,0
COC(=O)c1ccc(S(=O)(=O)N(C2CCCCC2)C2CCCCC2)n1C,51,0.4,0.8,3,·,8,24,-0.4,-26
CC(C)N(Cc1nnc(-c2ccccc2Cl)o1)C(=O)c1cccc(C#N)c1,·,-0.8,1.1,-5,1,10,·,-0.8,8
COc1ccc(CCNC(=O)COc2ncnc3ccccc23)cc1OC,19,-0.3,0.5,-1,2,-19,1,2.6,4
COc1ccc(C2CC(=O)c3cnc(NC(=O)c4cccc(OC)c4)nc3C2)cc1 (stereo not drawn),-21,3.0,-0.9,-15,-1,-21,19,-0.1,-14
COc1ccc(N2C(=O)CC(NNC(=O)c3ccco3)C2=O)cc1 (stereo not drawn),-7,-1.1,0.4,-6,-3,-4,-5,0.2,-3
COc1cc2c(cc1NC(=O)c1ccc(C)c([N+](=O)[O-])c1)oc1ccccc12,13,2.0,1.2,-17,0,-6,10,0.1,-11

Continuation:
| compound | EP2 modulator | S1P4 ag | TRPML3 agonist | S1P4 antag | NPY Y1 blocker | NPY-Y2 PAM-ag | CHOP inh | TRPN1 ag | NPY1 pot ag |
| --- | --- | --- | --- | --- | --- | --- | --- | --- | --- |
| CCCCn1c(SCC(=O)N2CC(C)CC(C)C2)nc2cc(S(N)(=O)=O)ccc21 (stereo not drawn) | 4 | 0.5 | 0.8 | -4 | 2 | 7 | 21 | 1.1 | 3 |
| Cn1cnc2cc(NC(=O)c3cccs3)ccc21 | -15 | 1.1 | 1.0 | 8 | 2 | -6 | -8 | -0.5 | -9 |
| COc1cccc(-c2nc(CS(=O)(=O)CC(=O)Nc3cccc(C)c3C)c(C)o2)c1 | 5 | 0.3 | 0.6 | -17 | 7 | 6 | 46 | -0.4 | 5 |
| Cn1cccc1C(=O)NC(=O)COC(=O)c1cc([N+](=O)[O-])ccc1Cl | -13 | 1.1 | 0.7 | -15 | 1 | 9 | -4 | -0.2 | 15 |
| CC(C)CCN1CCN(Cc2cccn2-c2ccc(Cl)cn2)CC1CCO (stereo not drawn) | -6 | -1.3 | -0.1 | 0 | 11 | -11 | 4 | 0.2 | -28 |
| COc1ccc(C(=O)NC(C)c2nc3ccccc3n2C)cc1OC (stereo not drawn) | -1 | -0.2 | 0.7 | -10 | 1 | 11 | 21 | 0.3 | 13 |
| Nc1ccc(C2(c3ccc(N)cc3)C(=O)Nc3ccccc32)cc1 | -11 | 0.6 | -0.2 | 0 | 3 | 6 | 31 | 2.2 | 21 |
| CC(=O)c1c(C)[nH]c(C(=O)NC2=NCCS2)c1C | 16 | -2.8 | -0.4 | 0 | 3 | 3 | -17 | 0.8 | 15 |
| CC(=O)c1cc(-c2ccc(F)cc2)n(CC(=O)NCc2cccs2)c1C | 16 | 2.2 | -0.1 | 4 | 9 | 2 | 21 | -0.9 | 8 |
| CCC(C(=O)Nc1sc(C(N)=O)c(C)c1C(=O)OC)c1ccccc1 (stereo not drawn) | -4 | 1.2 | -0.9 | 4 | 10 | -11 | 34 | -0.8 | -16 |
| CC1(C)CN=C(N2CCN(c3ncnc4sc5c(c34)CCCC5)CC2)S1 | -31 | 0.9 | 0.1 | 7 | 2 | 5 | 23 | 1.0 | -9 |
| COc1ccc(S(=O)(=O)N2CCCC2C(=O)Nc2ccc(C)cc2)cc1 (stereo not drawn) | -16 | -3.2 | 0.7 | 11 | -1 | 1 | 15 | -0.6 | -13 |
| CC1CCN(S(=O)(=O)c2cccc(C(=O)N(Cc3ccccc3)c3ccccn3)c2)CC1 | -4 | 0.8 | 6.1 | -1 | 22* | -17 | 7 | -2.1 | -14 |
| O=C(OCc1nnc(-c2ccccc2)o1)c1cn(-c2ccccc2)nc1-c1ccccc1 | 25 | 0.5 | 0.3 | -11 | 4 | -12 | 15 | 0.9 | -29 |
| Cc1onc(-c2ccccc2)c1C(=O)n1cc(Br)cn1 | 49 | -3.0 | 0.4 | -1 | 2 | 1 | 20 | -0.7 | -7 |
| O=C(c1ccc(S(=O)(=O)N2CCCCC2)cc1)N1CCN(c2ccccc2F)CC1 | 5 | 1.4 | 2.7 | -11 | -8 | 3 | 16 | 0.8 | 6 |
| Cc1ccc(-n2nnc3c(=O)n(CC(=O)c4ccccc4)cnc32)cc1 | 35 | 0.4 | 0.5 | -16 | 7 | 5 | 47 | 0.8 | -3 |
| CC(C)(C)c1ccc(CS(=O)(=O)CC2(O)CCN(C(=O)c3cccc(C(F)(F)F)c3)CC2)cc1 | 27 | 1.6 | 1.4 | -24 | -5 | -2 | 44 | 1.1 | 11 |
| Cc1ccc(O)c(NC(=O)c2noc3c2CCCCC3)c1 | 7 | 1.1 | 0.5 | 17 | -1 | 8 | 34 | -0.7 | 7 |
| Cc1ccc(CNc2ccc3c(c2)OCO3)cc1 | 32 | -2.5 | 2.5 | 3 | -2 | -20 | -31 | 2.2 | -8 |
| CCCCCCN(C(=O)CCCCCN1C(=O)NC(c2ccc(-c3ccccc3)cc2)C(C(=O)OCc2ccccc2)=C1C)C(C(=O)NCCCC)c1ccc(O)cc1 (stereo not drawn) | 8 | 0.6 | 0.0 | 12 | 3 | -9 | 35 | 1.5 | -3 |
| O=C(N/N=C/c1ccc(N2CCOCC2)s1)c1ccc(NS(=O)(=O)c2cccs2)cc1 | 2 | 0.8 | 0.5 | -3 | · | 6 | 6 | 0.0 | 7 |
